TGFb inhibitor: TGF-b pathway inhibition. 410,000 tested, 1.2% active. HepG2 CAGA-GFP TGF-b/SMAD3 reporter, GFP fluorescence, 18 h; TGF-beta stimulated, 500 pg/mL final. Potency, µM (series often up to 46.1 µM), for inactives: at the highest dose activity, negative = inhibition, usual class: inhibitors. AID 588855; note: potency is the fitted concentration of half-maximal effect; % is set by controls: 0 for no effect and ±100 for the full control effect; nearly all actives have a fitted effect of over 65% in size
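Smad-responsive CAGA-GFP expression was quantified in HEPG2 cells exposed to compounds and 500 pg/mL final TGF-beta for 18 h at 37 degrees C; unstimulated wells defined full inhibition.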
HepG2 tox: HepG2 cytotoxicity, counter-screen for TGF-b inhibitors; HepG2 CAGA-GFP viability, ATP luminescence, 18 h; Potency, µM (doses to about 46.1 µM), inactives show at the highest dose activity change, negative = cytotoxicity, actives largely listed as cytotoxic; 410,000 tested, 0.76% active; note: potency is the fitted concentration of half-maximal effect; some results filed as inactive show a strong effect at the top dose
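CellTiter-Glo luminescence gave cytotoxicity after 18 hours at 37 degrees C. The cells were HepG2 CAGA-GFP in 1% FBS DMEM, stimulated with 500 pg/mL TGF-beta after compound addition. %Activity was normalised to no-cell wells (complete cell-killing) and DMSO (no toxicity), and curves were fitted and classified.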
IL-1B inflam inh: blocks inflammasome-driven IL-1 beta release. activity change, % at 57.5 µM. 360,000 tested, 4.7% active. THP-1 LPS/ATP IL-1B secretion, AlphaLISA, 16 h; active compounds read low. AID 743279; in the data active = activity change below about -50%; inconclusive = mostly about -30% to -49%; note: % is set by controls: 0 for no effect and ±100 for the full control effect
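THP-1 cells pretreated 1 hr with compounds (up to 57.5 uM final), then stimulated with LPS (250 ng/mL final) plus ATP (1.25 mM final); secreted IL-1B measured by AlphaLISA after 16 hr, decreased signal indicating inhibition.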
A549 viability: kills or reduces viability of A549 cells in Nrf2 counter-screen | Potency, µM (doses to about 46 µM), without a hit: top-dose activity change, negative = cytotoxicity, actives largely listed as inhibitors | A549 ARE-Fluc cells, CellTiter-Fluor viability, 18-24 h | 390,000 tested, 0.16% active; note: potency is the fitted concentration of half-maximal effect; % is set by controls: 0 for no effect and ±100 for the full control effect
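A549 ARE_Fluc cells in 5% FBS OPTI-MEM were exposed to compounds in concentration-response for 18-24 h at 37 deg C. Viability was read by CellTiter-Fluor fluorescence (Ex 405/Em 525) after 30 min, before the luciferase read.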
ATXN viability: cell viability loss in ATXN counter-screen; S2 cells (HEK-293 line with an ATXN2-luciferase reporter) viability, CellTiter-Fluor protease fluorescence, 24 h; Potency, µM (titrated, usually from 56.7 µM), actives largely listed as cytotoxic; 400,000 tested, 0.49% active; AID 651635; note: potency is the fitted concentration of half-maximal effect; nearly all actives have a fitted effect of over 40% in size
MCF10A rerep: induces DNA re-replication in MCF 10a normal breast cells; 350,000 tested, 2.9% active; Potency, µM (highest dose often 46.1 µM), inactives show top-dose activity, positive = re-replication, hits mostly activators; MCF 10A DNA re-replication, Hoechst nuclear intensity, 48 h; note: potency is the fitted concentration of half-maximal effect; % of control where 0% means no effect; nearly all actives have a fitted effect of over 50% in size
ATXN2 expr inh: inhibitors of ATXN2 expression; HEK-293 ATXN2-luciferase reporter, luminescence, 24 h; Potency, µM (titrated, usually from 57 µM), without a hit: at the highest dose activity change, negative = inhibition, usual class: inhibitors; 360,000 tested, 0.72% active; note: potency is the fitted concentration of half-maximal effect; % is set by controls: 0 for no effect and ±100 for the full control effect; nearly all actives have a fitted effect of over 55% in size
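ATXN2-luciferase reporter cells (luciferase flanked by upstream and downstream ATXN2 gene portions) were treated 24 h at 37 °C with compounds at up to 57 uM. SteadyGlo luminescence gave expression; GF-AFC fluorescence gave viability.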
Nrf2 inh: Nrf2 pathway inhibition; 360,000 tested, 2.1% active; Potency, µM (doses to about 46 µM), without a hit: at the highest dose activity change, negative = inhibition, hits mostly inhibitors; AID 504444; A549 ARE-Fluc reporter, luciferase luminescence, 18-24 h; note: potency is the fitted concentration of half-maximal effect; % is set by controls: 0 for no effect and ±100 for the full control effect; nearly all actives have a fitted effect of over 60% in size
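In this cell-based qHTS, ARE-driven firefly luciferase in A549 cells reports Nrf2 activity; the luminescent signal after BugLite lysis is the measured value, with a prior CellTiter-Fluor read for cell health.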
Nrf2 activator: activators of Nrf2 (ARE) signaling. AREc32 ARE-luciferase reporter (MCF7-derived line), luminescence, 24 h. Potency, µM (highest dose often 46.1 µM), for inactives: top-dose activation, hits mostly activators. 410,000 tested, 0.31% active. AID 624171; note: potency is the fitted concentration of half-maximal effect; % of control where 0% means no effect; nearly all actives have a fitted effect of over 65% in size
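Quantitative high-throughput format: AREc32 reporter cells, 1000 per well, received compound by pin transfer and were incubated 24 hr at 37 deg C, 5% CO2, before Steady-Glo luminescence detection.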
Numbers without * were called inactive; i = inactive; ? = inconclusive; · = not tested or not shown; [ ] = dose if it differs, or a comment. Unless noted, calls come from the whole dose curve; as a rule, active = well fitted curve in the direction sought with a large enough effect; inconclusive = small, poorly fitted or top-dose-only effect, or another doubt; inactive = no such curve, though single readings can be large; an effect the other way counts as inactive or inconclusive.

SMILES	TGFb inhibitor	HepG2 tox	IL-1B inflam inh	A549 viability	ATXN viability	MCF10A rerep	ATXN2 expr inh	Nrf2 inh	Nrf2 activator
CC1CCCC(C)N1c1ccc(S(=O)(=O)N2CCOCC2)cc1Cl (stereo not given)	?	-12%	34	2%	i	8.2µM*	-14%	-9%	0.3%
Cc1sc2ncn(CC(=O)N3CCN(c4ccccc4F)CC3)c(=O)c2c1S(=O)(=O)N1CCOCC1	-14%	-6%	-15	-1%	i	0%	-19%	-6%	0.1%
Nc1cc(Oc2cccnc2)cc([N+](=O)[O-])c1	2%	21%	-2	-1%	i	0%	3%	?	0.0%
C[N+](C)(C)CCC(=O)N1C/C(=C/c2ccccc2)C(=O)/C(=C\c2ccccc2)C1	7.9µM*	-100%	-98*	-3%	·	?	8.4µM*	9%	?
CN(C)C(=O)c1cn(-c2ccccc2)c(=O)c2ccccc12	-3%	-10%	-11	5%	i	-1%	-4%	6%	-0.5%
O=C(NNC(=O)c1cccc(Br)c1)Nc1ccc(Cl)cc1	48%[activator]	8%	21	-6%	i	-27%	0%	2%	2.1%
O=C(NCCC(c1ccccc1)c1ccccc1)c1cnc2sccn2c1=O	-8%	-8%	50	13%	?	-32%[inhibitor][9.22 µM]	-16%	-16%	-1.0%
CCCCNC(=O)NS(=O)(=O)c1cnccc1Sc1ccc(Cl)cc1	3%	12%	16	-3%	i	-1%	-6%	·	0.2%
COc1ccc2c(c1)OC(c1ccccc1)(C(F)(F)F)NC2=O (stereo not given)	-28%	-27%	-2	-1%	i	-3%	-12%	3%	0.2%
Cc1cc(S(=O)(=O)Nc2ccc(C(=O)NCC(c3ccco3)N3CCCCC3)cc2)ccc1F (stereo not given)	0%	-24%	-12	-6%	i	5%	-5%	-6%	0.4%
c1csc(-c2nn3c(Cn4cnc5ccccc54)nnc3s2)c1	0%	-1%	-18	0%	i	-7%	5%	-1%	7.1%
S=c1[nH]nc(-c2cc(-c3ccccc3)n[nH]2)n1/N=C/c1c(Cl)cccc1Cl	-11%	0%	-7	-4%	i	?	1%	?	14%
O=C(CN1CCOCC1)n1c2ccccc2c2ccccc21	-1%	-28%	-1	11%	i	1%	-1%	·	2.7%
COC(=O)c1sc(NC(=O)c2c(-c3ccccc3)noc2C)nc1C	48%[activator]	-1%	-9	3%	i	8%	-6%	?	0.5%
COC(=O)CSc1nnc(CNC(=O)c2ccc(S(=O)(=O)N(C)C)cc2)n1C	0%	-2%	13	-1%	i	-3%	17%	-4%	-0.5%
COc1ccc(-c2cn3c4c(sc3n2)CCCC4)cc1	-6%	-1%	2	-9%	·	0%	·	?	0.1%
COc1ccc(C(=O)COC(=O)C2CCN(S(=O)(=O)c3cccc4cccnc34)CC2)cc1	2%	6%	-12	2%	i	-8%	8%	7%	-0.6%
COc1ccccc1-c1nc2ccc(Cl)cc2c(=O)n1O	14%	-2%	37	2%	i	0%	·	-16%	-0.3%
CCOC(=O)c1cc(-c2csc(-c3ccc(C(F)(F)F)cc3)n2)on1	0%	6%	22	-3%	i	0%	-6%	2%	-0.3%
CCN1CCN(C(=S)c2ccc(OC)cc2)CC1	6%	2%	0	12%	i	-11%	-9%	9%	0.1%
CS(=O)(=O)N1c2ccccc2[C@@]2(Br)C[C@H]3C(=O)N[C@@H](Cc4ccccc4)C(=O)N3[C@@H]12	-5%	-28%	25	-1%	i	1%	4%	19%	3.7%
Cc1csc(NC(=O)c2ccc(S(=O)(=O)N(C)c3ccccc3)cc2)n1	-23%	-19%	?	-11%	i	?	34%	·	5.5%
C[C@H](CO)N1C[C@H](C)[C@@H](CN(C)Cc2ccc(Oc3ccccc3)cc2)Oc2c(NC(=O)C3CC3)cccc2C1=O	?	-50%	-75*	-17%	?	?	?	23µM*	-4.8%
COc1ccc(-c2nc(-c3ccncc3)no2)cc1	4%	2%	1	-4%	i	?	·	?	0.1%
CCOC(=O)COc1ccc(CC)cc1C(=O)c1ccn2nc(-c3ccc(Cl)cc3)cc2n1	?	-3%	·	-7%	i	·	3%	-29%	0.5%

Overlap with the part before: 2 entries, then new ones.
SMILES	TGFb inhibitor	HepG2 tox	IL-1B inflam inh	A549 viability	ATXN viability	MCF10A rerep	ATXN2 expr inh	Nrf2 inh	Nrf2 activator
COc1ccc(-c2nc(-c3ccncc3)no2)cc1	4%	2%	1	-4%	i	?	·	?	0.1%
CCOC(=O)COc1ccc(CC)cc1C(=O)c1ccn2nc(-c3ccc(Cl)cc3)cc2n1	?	-3%	·	-7%	i	·	3%	-29%	0.5%
CC(OC(=O)c1ccccn1)C(=O)Nc1ccc(C(F)(F)F)cc1 (stereo not given)	-23%	-15%	11	1%	i	-3%	-1%	-12%	2.5%
N/C(=N\OC(=O)Cc1ccccc1[N+](=O)[O-])c1ccncc1	-3%	-7%	23	-1%	i	0%	7%	16%	0.1%
COc1ccc(C(=O)CN(CCC(=O)O)S(=O)(=O)c2ccc([N+](=O)[O-])cc2)cc1	-1%	0%	41	16%	i	8%	2%	5%	-0.3%
Cc1ccccc1NC(=O)N1CCc2ccccc2C1	0%	-10%	-2	2%	i	-4%	46%[activator]	21%	0.6%
Cc1cc(C)nc(N/C(=N\S(=O)(=O)Cc2ccccc2)Nc2ccc(F)c(Cl)c2)n1	9%	-4%	4	-19%	?	33%	·	?	0.0%
O=C(OC(C(=O)NCc1ccco1)C(OC(=O)c1ccccc1)C(=O)NCc1ccco1)c1ccccc1 (stereo not given)	1%	13%	-3	5%	i	-27%	2%	-7%	0.2%
CCN(C(=O)c1cnc(OC)cc1C(F)(F)F)c1ccc(Cl)cc1	0%	-165%	3	-1%	i	2%	-21%	-18%	0.1%
CN1C(=O)CC2(C)C1=CCc1scnc12 (stereo not given)	1%	-16%	14	·	i	·	18%	·	0.5%
Cc1ccc(NC(=O)COC(=O)CCC(=O)c2ccc(Cl)cc2)cc1S(=O)(=O)N(C)C	-15%	-3%	3	-1%	i	9%	-6%	10%	-0.2%
CC(NC(=O)Nc1ccc(F)cc1F)c1ccc2c(c1)OCO2 (stereo not given)	9%	-1%	-1	0%	i	6%	-5%	-4%	-0.4%
Cc1ccc(C)c(NC(=O)COC(=O)CCc2ccc(S(=O)(=O)N3CCOCC3)cc2)c1	-6%	-28%	8	-10%	i	-3%	-14%	20%	-0.7%
Nn1nnc2ccccc21	6%	0%	1	-1%	i	-3%	15%	22%	2.6%
COCOc1cc(O)c2c(=O)c(OCOC)c(-c3ccc(OCOC)c(OCOC)c3)oc2c1	12%	-8%	-1	5%	i	-1%	-1%	22%	8.7%
O=S1(=O)N=C(Nc2ccc(N3CCOCC3)c(Cl)c2)c2ccccc21	12%	12%	15	-18%	i	?	80%[activator]	?	2.5%
O=C(CCCCCNC(=O)c1ccccc1)C[N+](=O)[O-]	?	-1%	12	11%	i	-1%	-16%	3%	0.5%
CSc1nnc(-c2cccn(Cc3ccccc3)c2=O)o1	-5%	-15%	-8	0%	i	-1%	-29%	-3%	3.0%

Copied from the list.
Under MCF10A rerep, Nn1nnc2ccccc21 has the entry -3%
Under ATXN2 expr inh, COc1ccc(C(=O)CN(CCC(=O)O)S(=O)(=O)c2ccc([N+](=O)[O-])cc2)cc1 has the entry 2%

Pulled one by one from the entries so far (7):
SMILES	TGFb inhibitor	HepG2 tox	IL-1B inflam inh	A549 viability	ATXN viability	MCF10A rerep	ATXN2 expr inh	Nrf2 inh	Nrf2 activator
COCOc1cc(O)c2c(=O)c(OCOC)c(-c3ccc(OCOC)c(OCOC)c3)oc2c1	12%	-8%	-1	5%	i	-1%	-1%	22%	8.7%
Cc1ccc(NC(=O)COC(=O)CCC(=O)c2ccc(Cl)cc2)cc1S(=O)(=O)N(C)C	-15%	-3%	3	-1%	i	9%	-6%	10%	-0.2%
Cc1cc(C)nc(N/C(=N\S(=O)(=O)Cc2ccccc2)Nc2ccc(F)c(Cl)c2)n1	9%	-4%	4	-19%	?	33%	·	?	0.0%
Nn1nnc2ccccc21	6%	0%	1	-1%	i	-3%	15%	22%	2.6%
CSc1nnc(-c2cccn(Cc3ccccc3)c2=O)o1	-5%	-15%	-8	0%	i	-1%	-29%	-3%	3.0%
COc1ccc(C(=O)CN(CCC(=O)O)S(=O)(=O)c2ccc([N+](=O)[O-])cc2)cc1	-1%	0%	41	16%	i	8%	2%	5%	-0.3%
CN1C(=O)CC2(C)C1=CCc1scnc12 (stereo not given)	1%	-16%	14	·	i	·	18%	·	0.5%

Source: PubChem BioAssay (National Center for Advancing Translational Sciences (NCATS))
